# Screening data from PubChem.
# IkB sig inh = IkB pathway inhibition in ABC-DLBCL cells | Potency, µM (doses to about 57.1 µM), for inactives: at the top dose IkBa stabilization activation | 110,000 tested, 0.04% active | ABC-DLBCL IkBa-CBG/CBR dual luciferase ratio, 4 h; response scale: scaled: untreated 0%, proteasome inhibitor 100%; active means well fitted curve in the direction sought with a large enough effect in the signal ratio, not every such curve was filed as active; inconclusive means small, poorly fitted or top-dose-only effect, or a change in a side signal; the % refers to the signal ratio;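 further: the direction sought is a rising ratio; 0% = basal untreated cells and 100% = reference inhibitor full response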
#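 Curves were fitted separately to fusion (green), unfused (red) and ratio luminescence, then classed by r2, magnitude and activity. Cells: OCI-Ly3, 4 h compound plus doxycycline at 37C; 10 uM MG-132 defined full response.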
# p53ts 32C kill = kills p53ts cells at the permissive temperature; H1299-p53A138V at 32C, ATP luminescence viability, 24 h; Potency, µM (top dose mostly 46.1 µM), without a hit: at the highest dose activity change, negative = cytotoxicity, usual class: cytotoxic; 130,000 tested, 0.93% active; AID 924;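 further: 0% = DMSO and -100% = full killing by reference compound; nearly all actives have a fitted effect of over 55% in size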
#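 ATP-content luminescence (ATPlite) read-out after 24 h compound exposure at 32C in H1299-p53A138V cells (600/well). Tested up to 46 uM. Normalized to DMSO (0%) and 100 uM tamoxifen (100% killing); Hill-fit AC50.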
# p53ts 39C kill = cytotoxicity in p53ts cells at nonpermissive temperature; H1299-p53A138V viability at 39C, ATP luminescence, 24 h; Potency, µM (series often up to 46.1 µM), inactives show at the top dose activity change, negative = cell killing, hits mostly cytotoxic; 130,000 tested, 1.5% active; AID 902; further: nearly all actives have a fitted effect of over 55% in size
# Imprint erasure = induces erasure of genomic imprints in mouse ES cells | mouse ES Peg3-LacZ reporter, beta-gal luminescence, 40 h | Potency, µM (doses to about 60.7 µM), for inactives: at the top dose activity change, positive = activation, usual class: activators | 110,000 tested, 0.02% active;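 further: 0% = negative control wells on the plate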
#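 Gelatin-coated wells received 300 freshly trypsinized female ES cells with a Peg3LacZ-Neo reporter on the maternal allele, then incubated 40 hours at 37C. BetaGlo was added for 5 minutes at room temperature before a single luminescence read.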
# * marks the source's active call; other numbers are inactive results; ? = inconclusive; · = no result given; & = joins results of further samples; [ ] = another dose, or the depositor's remark. Unless noted, the call rests on the fitted dose curve; in most records, active means well fitted curve in the direction sought with a large enough effect; inconclusive means small, poorly fitted or top-dose-only effect, or another doubt; inactive means no such curve, though single readings can be large; an effect the other way counts as inactive or inconclusive. Unless noted, on the % scale 0 is the no-effect control and ±100 the full control effect; potency means the concentration at half of the fitted maximal effect.
SMILES,IkB sig inh,p53ts 32C kill,p53ts 39C kill,Imprint erasure
CC(C)Oc1ccc(/C=C(\NC(=O)/C=C/c2ccco2)C(=O)NCCc2nc3ccccc3[nH]2)cc1,·,8%,-10%,·
O=C(COC(=O)c1ccco1)Nc1ccc2c(c1)OCCO2,-0.1%,3%,-2%,-2%
CCOc1ccc(-n2c(=O)c3c4c(sc3n(CC(=O)NC(C)CC)c2=O)CCCC4)cc1 (stereo unspecified),2.9%,8%,3%,-6%[10.9 µM]
CCc1ccc2occ(CC(=O)Nc3c(C(=O)c4ccc(C)cc4)oc4ccccc34)c2c1,0.7%,3%,-16%,-7%[10.9 µM]
CCn1c2c(c(=O)n3ncc(C(=O)Nc4ccc(C(=O)OC)cc4)c13)CN(Cc1ccc(OC)cc1)CC2,?,-1%,-17%,2%[10.9 µM]
Cc1cc(NC(=O)CSc2nnc(Cc3ccccc3)n2C)no1,·,-4%,22%,·
Cc1cc(NC(=O)CSc2nnc(-c3ccncc3)n2N)ccc1Br,5.7%,26%,-15%,-10%
O=C(Nc1ccc(N2CCN(C(=O)c3ccc(Cl)cc3)CC2)cc1)c1ccc(Br)o1,?,11%,8%,-12%
CC(C)CN1CC[C@@]2(CCCN(C(=O)c3cccc(F)c3)C2)C1,-0.3%[11.4 µM],-1%,6%,·
COc1cccc(NC(=O)CSc2nncn2N)c1,1.0%,-5%,4%,5%
CN1CCN(C(=O)c2cc3nc(-c4ccc(Cl)cc4)cc(C(F)(F)F)n3n2)CC1,-2.4%,-7%,2%,3%
CC12CCC(C(=O)Nc3ccc4c(c3)OCCO4)(OC1=O)C2(C)C (stereo unspecified),1.5%,2%,7%,-5%
COc1ccc(-c2cc3nc(C)c(CCC(=O)N4CCN(c5ccccc5F)CC4)c(C)n3n2)c(OC)c1,?,4%,-14%,-5%[10.9 µM]
COC(=O)[C@@H]1[C@@H]2C[C@H]3c4[nH]c5cc(OC)ccc5c4CCN3C[C@@H]2C[C@H](OC(=O)/C=C\c2cc(OC)c(OC)c(OC)c2)[C@H]1OC,0.7%[25.6 µM],0%[20.6 µM],4%[20.6 µM],-14%[16.8 µM]
CCCn1cnc2cc(NCc3ccc(OC)cc3OC)ccc21,5.5%,-14%,-1%,-3%[10.9 µM]
Cc1nc2ccn(Cc3ccco3)c(=O)c2cc1C(=O)NCc1ccccc1F,1.7%,-19%,-8%,-7%[10.9 µM]
C/C(NC(=O)c1ccccc1)=C1/C(=O)CC2C1C2(C)C (stereo unspecified),-4.0%,-12%,-6%,-11%
O=C1c2ccccc2NC(c2ccc(F)cc2)N1Cc1ccco1 (stereo unspecified),2.1%,0%,-7%,-10%
CN1C=CC=C/C1=C(\C#N)c1nc2ccccc2[nH]1,0.1%,1%,-14%,-4%
Cc1ccccc1-c1cncnc1NCc1ccccc1,0.9%[11.4 µM],4%,7%,-12%
COCCN(C(=O)Cn1nnc2ccccc21)C(C(=O)NC1CCCC1)c1cccc(OC)c1OC (stereo unspecified),0.8%,-5%,8%,·
CC(=O)OC[C@@H]1O[C@H](C/C=N\O[C@@H](C)c2cn([C@H](CO)Cc3ccccc3)nn2)C=C[C@@H]1OC(C)=O,·,3%&5%[9.22 µM],8%&-5%[9.22 µM],·
COc1ccc(-n2nc(C(=O)Nc3ccc4c(c3)OCO4)c3c4ccccc4n(C)c3c2=O)cc1,-0.2%,17%,11%,-5%
COC(=O)CS(=O)(=O)c1cc(Br)cc2c1N(C(C)=O)CC2,-0.6%,5%,-6%,6%
CCOC(=O)c1noc2ncnc(N3CCN(c4ccccc4OC)CC3)c12,-0.9%,2%,13%,-4%[10.9 µM]
COc1ccc(-n2cnc3c(cnn3CCC#N)c2=N)cc1,-0.8%,-3%,4%,0%
Fc1ccc(CNc2nc3c(-c4ccc(F)cc4)nnn3c3ccccc23)cc1,?,0%,14%,-9%[10.9 µM]
Cc1cccc(CN2C(=O)CC(c3ccc(Cl)cc3)c3c(C)nn(-c4nc(C)cc(C)n4)c32)c1 (stereo unspecified),?,1%,10%,-14%[10.9 µM]
Cc1c(NC(=O)Nc2ccc(Cl)c(Cl)c2)c(=O)n(-c2ccccc2)n1C,?,-5%,11%,0%
O=C(N[C@@H](c1ccccc1)[C@@H]1C[C@H]1C(=O)NCc1ccccn1)OCc1ccccc1,·,3%,3%,-3%
CCc1nn(CC(=O)NC(C)CCc2ccccc2)c(=O)c2cc3c(OC)cccc3n12 (stereo unspecified),-0.4%,1%,13%,-5%[10.9 µM]
Cc1cccc(NC(=O)COc2ccc(Br)cc2)n1,?,-23%,-14%,-15%
Cc1ccccc1C(=O)Nc1ccccc1,-0.2%,-25%,-10%,-29%
COc1cc(OC)c(NC(=O)CCc2c(C)nc3ncnn3c2C)cc1Cl,?,-1%,7%,-7%[10.9 µM]
CCOc1ccccc1C(=O)Nn1c(C2CCC2)nc2ccccc2c1=O,3.0%,-8%,-1%,-11%
COc1ccc(Cl)c(NCCC(=O)O)c1,0.5%,2%,-4%,16%
COc1cccc(-c2nc(NCc3cccs3)c3ccccc3n2)c1,3.8%[11.4 µM],-16%,-15%,-17%
Cc1cc(S(=O)(=O)C(CNC(=O)COc2ccc(Cl)cc2)c2cccs2)ccc1F (stereo unspecified),?,3%,-18%,-8%[10.9 µM]
COC(=O)[C@@]1(Cc2ccccc2)[C@H]2c3cc(C(=O)N4CCCC4)n(Cc4cccc5ccccc45)c3C[C@H]2CN1C(=O)c1ccccc1,·,16%,11%,-18%
CS(=O)(=O)Nc1ccc(S(=O)(=O)Nc2nccs2)cc1,2.0%,8%,-2%,15%
CN(C)c1ccc(-c2nccc(Nc3ccc(F)cc3)n2)cc1,-3.7%[11.4 µM],-17%,?,?
O=C(NC(Cc1ccccc1)c1nc2ccccc2[nH]1)C1CC(=O)N(c2ccc3c(c2)OCCO3)C1 (stereo unspecified),?,-10%,-12%,-12%
CN(C)S(=O)(=O)c1ccc(C(=O)Nc2c(C(=O)Nc3ccc(F)cc3)oc3ccccc23)cc1,?,-10%,-9%,-11%[10.9 µM]
O=C(c1ccccc1)c1ccc2nc[nH]c2c1,4.5%,11%,8%,3%
O=C1c2cccnc2C(O)N1C1CCCCC1 (stereo unspecified),-1.1%,4%,11%,-4%
COc1ccc(OC)c(N(CC(=O)Nc2ccc3c(c2)OCCO3)S(C)(=O)=O)c1,-0.2%,2%,-5%,-3%
COc1ccccc1C(=O)Nc1ccc2nc(SCC(=O)N(C)c3ccccc3)sc2c1,?,-5%,-2%,-12%[10.9 µM]
CCOc1ccc(OCC)c(NC(=O)c2cc(C)nc3c2c(C)nn3-c2cccc(Cl)c2C)c1,?,9%,23%,8%[10.9 µM]
Cc1cc(C)c(C)c(OCCOCCN2CCOCC2)c1,1.6%,-1%,-2%,-9%
Cc1ccc2c(c1)C(C)(C)[C@]1(C)NC(=O)CCN21,0.1%,4%,2%,-8%
CCCCN(C)C(=O)CSc1c2c(nc3ccc(Cl)cc13)CCCC2,?,?,?,-9%[10.9 µM]
Cc1cc(C)cc(Oc2c(C(F)(F)F)oc3cc(OCC(=O)NC4CCCCC4)ccc3c2=O)c1,-0.2%,0%,11%,-10%[10.9 µM]
Cc1cc(Cl)ccc1OCC(=O)Nc1ccccc1N1CCOCC1,?,10%,7%,-19%
O=C(NC1CCCCC1)c1ccccc1NC(=O)C1CC(=O)N(c2ccc(Cl)cc2)C1 (stereo unspecified),·,-3%,11%,·
COc1ccc(NC(=O)CCSc2nc(-c3ccco3)cc(C(F)(F)F)n2)cc1,2.2%,1%,-1%,-4%[10.9 µM]
COc1cc(NC(=O)C2CCCN2C(=O)C2CCC(C)CC2)cc(OC)c1OC (stereo unspecified),0.7%,9%,4%,-18%
COc1ccc(Cn2c(CCC(=O)N3CCN(c4ccccn4)CC3)nc3ncccc3c2=O)cc1,·,1%,-2%,·
COc1ccc(S(=O)(=O)Nc2ccccc2C(=O)NCc2ccco2)cc1Br,?,-8%,8%,-2%
O=c1[nH]c2ccccc2c(=O)n1Cc1ccco1,0.2%,5%,7%,9%
COc1cc(C(=O)Nc2cccc(-c3nc4ccccc4o3)c2C)cc(OC)c1OC,4.5%,2%,-7%,-7%
# Remaining list, next part.
SMILES,IkB sig inh,p53ts 32C kill,p53ts 39C kill,Imprint erasure
CC(C)CNc1cc(=O)n(C)c(=O)n1C,-1.4%,4%,19%,4%
CCCCNC(=O)OCC(CC)NC(=O)OC(C)C (stereo unspecified),0.1%,4%,-13%,-4%
COc1ccc(-n2nc(C(=O)Nc3ccccc3OC)c3c4ccccc4n(C)c3c2=O)cc1Cl,1.0%,3%,15%,8%[10.9 µM]
O=C(NCc1ccccc1)NC1(C(=O)N2CCOCC2)CCCCC1,1.3%,3%,-4%,-6%
CCCc1cc2c(n1Cc1ccc(OC)cc1)C(C)C1CN(C(=O)c3ccccc3)C(C)(C(=O)OC)C21 (stereo unspecified),·,6%,4%,-6%
Cc1noc(C)c1S(=O)(=O)Nc1ccc(C(=O)NC2CCCCCC2)cc1,3.8%,-19%,6%,1%
COc1ccc(CSc2nc3ccncc3n2Cc2nc(-c3ccc(OC)c(OC)c3)oc2C)cc1,?,?,?,-10%[10.9 µM]
O=C(COc1ccccc1[N+](=O)[O-])Nc1ccc(-c2nc3ccccc3s2)cc1,-1.8%,-5%,-14%,-4%[10.9 µM]
Cc1noc(C)c1-c1nc(N(C)Cc2ccco2)c2ccccc2n1,1.7%[11.4 µM],4%,-8%,-30%[inhibitor]
O=C(c1cccc([N+](=O)[O-])c1)N1CCN(c2ccc(Nc3ccccc3)nn2)CC1,-1.7%,-6%,-6%,11%[10.9 µM]
CC(C)OC(=O)c1ccc(NC(=O)Cn2c(-c3nonc3N)nc3ccccc32)cc1,·,-2%,-3%,·
O=C(O)CSc1nnc(Cn2nnc3ccccc32)n1CCc1ccccc1,-0.4%,1%,-7%,-4%
CC1(C)C(=O)OC(c2c(F)c(F)c(F)c(F)c2F)C2(CCCCC2)C1=O (stereo unspecified),0.0%,0%,-2%,-10%
CCOC(=O)N1CCN(Cc2ccccc2Cl)CC1,-0.1%,3%,0%,-1%
COc1cc2c3c(c1)C1(C(=O)N3C(C)(C)C=C2C)C(C#N)=C(N)Oc2cc(O)ccc21 (stereo unspecified),1.3%,0%,15%,-11%

# Grouped by structure, the entries above with a nitro group on carbon
SMILES,IkB sig inh,p53ts 32C kill,p53ts 39C kill,Imprint erasure
O=C(COc1ccccc1[N+](=O)[O-])Nc1ccc(-c2nc3ccccc3s2)cc1,-1.8%,-5%,-14%,-4%[10.9 µM]
O=C(c1cccc([N+](=O)[O-])c1)N1CCN(c2ccc(Nc3ccccc3)nn2)CC1,-1.7%,-6%,-6%,11%[10.9 µM]

# Next section.
SMILES,IkB sig inh,p53ts 32C kill,p53ts 39C kill,Imprint erasure
CCc1ccccc1-n1c(SCC(=O)N2CCCC2)nnc1-c1ccccn1,0.2%,0%,0%,2%
COc1ccc2[nH]c(C(=O)O)c(CCNC(C)=O)c2c1,1.6%,1%,3%,13%
COC(=O)c1ccc(CSc2nccn2C)cc1,-1.2%,-14%,-6%,-25%
CCCCN(C)CCCNC(=O)c1ccc2nc(N3CCCCC3)sc2c1,-2.1%,-7%,-4%,-11%[10.9 µM]
N#Cc1nc(-c2ccccc2F)oc1N1CCCC1,4.6%,-2%,-3%,-7%
O=C(COc1ccc2c3c(c(=O)oc2c1)CCC3)NC1CCCCC1,-0.5%,-4%,-7%,-4%
CCOc1ccc(Nc2c(S(=O)(=O)c3ccccc3)cnc3ccccc23)cc1,?,22%,-6%,-3%[10.9 µM]

# Six entries out of the list, sorted by molar mass, falling:
SMILES,IkB sig inh,p53ts 32C kill,p53ts 39C kill,Imprint erasure
COc1ccc(-c2cc3nc(C)c(CCC(=O)N4CCN(c5ccccc5F)CC4)c(C)n3n2)c(OC)c1,?,4%,-14%,-5%[10.9 µM]
CCCc1cc2c(n1Cc1ccc(OC)cc1)C(C)C1CN(C(=O)c3ccccc3)C(C)(C(=O)OC)C21 (stereo unspecified),·,6%,4%,-6%
COCCN(C(=O)Cn1nnc2ccccc21)C(C(=O)NC1CCCC1)c1cccc(OC)c1OC (stereo unspecified),0.8%,-5%,8%,·
O=C1c2ccccc2NC(c2ccc(F)cc2)N1Cc1ccco1 (stereo unspecified),2.1%,0%,-7%,-10%
C/C(NC(=O)c1ccccc1)=C1/C(=O)CC2C1C2(C)C (stereo unspecified),-4.0%,-12%,-6%,-11%
Cc1ccc2c(c1)C(C)(C)[C@]1(C)NC(=O)CCN21,0.1%,4%,2%,-8%

# An unsorted share of the library; 1.7% or so of the library scored in one or more.
